Source: PubChem
CHT inh: human CHT choline transport inhibition | 310,000 tested, 0.86% active | AID 488975 | B-score at 10 µM | CHT-expressing cells, membrane potential dye, choline response; hits give low values;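 active = B-score over 3 SD under the library average, and starting fluorescence ratio not unusually high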;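 also: choline stimulus applied at its EC90 after an EC20 pre-addition; B-score computed on integrated fluorescence ratio after choline addition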
Target sequence (Q9GZV3 whole entry, looked up): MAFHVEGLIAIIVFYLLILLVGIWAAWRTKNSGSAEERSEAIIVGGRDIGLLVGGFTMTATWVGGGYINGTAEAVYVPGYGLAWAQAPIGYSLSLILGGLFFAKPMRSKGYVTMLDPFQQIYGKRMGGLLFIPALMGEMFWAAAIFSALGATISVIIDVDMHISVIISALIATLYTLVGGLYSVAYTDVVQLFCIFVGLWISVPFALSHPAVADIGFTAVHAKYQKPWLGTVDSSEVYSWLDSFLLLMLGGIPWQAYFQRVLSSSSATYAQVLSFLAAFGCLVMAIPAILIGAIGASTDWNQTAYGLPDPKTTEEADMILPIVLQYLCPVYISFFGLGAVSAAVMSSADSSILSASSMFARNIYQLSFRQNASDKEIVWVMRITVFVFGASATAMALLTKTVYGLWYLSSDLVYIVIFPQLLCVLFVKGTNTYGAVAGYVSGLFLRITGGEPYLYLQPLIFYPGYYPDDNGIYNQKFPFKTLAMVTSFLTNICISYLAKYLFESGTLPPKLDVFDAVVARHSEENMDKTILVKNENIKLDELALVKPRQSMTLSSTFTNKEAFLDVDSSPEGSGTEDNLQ
STK33 kinase inh: inhibitors of human STK33 kinase. purified STK33, MBP phosphorylation, ADP-Glo luminescence. inhibition, % at 10 µM. 320,000 tested, 0.073% active. AID 2661;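 active = inhibition at or above 25%, using the most active replicate where run in duplicate; inactive = inhibition below 25%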
Target sequence (Q9BYT3 whole entry, looked up): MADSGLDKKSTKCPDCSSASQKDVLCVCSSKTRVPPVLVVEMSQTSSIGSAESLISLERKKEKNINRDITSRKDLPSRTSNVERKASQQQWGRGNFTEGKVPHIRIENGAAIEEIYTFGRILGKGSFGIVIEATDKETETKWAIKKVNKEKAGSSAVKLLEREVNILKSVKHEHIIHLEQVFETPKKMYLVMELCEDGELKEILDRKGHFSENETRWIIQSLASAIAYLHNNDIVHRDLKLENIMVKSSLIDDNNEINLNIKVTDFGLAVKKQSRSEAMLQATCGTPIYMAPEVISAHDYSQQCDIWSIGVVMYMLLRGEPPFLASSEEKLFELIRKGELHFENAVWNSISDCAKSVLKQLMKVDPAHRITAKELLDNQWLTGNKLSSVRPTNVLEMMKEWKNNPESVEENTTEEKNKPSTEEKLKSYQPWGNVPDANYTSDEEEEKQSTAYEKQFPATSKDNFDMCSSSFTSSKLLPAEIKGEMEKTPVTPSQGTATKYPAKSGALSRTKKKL
CHT PAM: allosteric activators of human choline transporter CHT. Q9GZV3. CHT-expressing cells, membrane potential dye, choline EC20; hits give high values; LV-AA mutant CHT in HEK293 cells. B-score at 10 µM. 310,000 tested, 0.49% active. AID 488977;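 active = initial fluorescence not abnormally high and integrated response B-score, plate-corrected, over 3 SD above library mean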
* hit, by the source's call; i = inactive; nt = no result given.

SMILES | CHT inh | STK33 kinase inh | CHT PAM
CCOc1ccc(N2C(=O)CC(/C=C3/N(C)c4ccccc4C3(C)C)C2=O)cc1 (stereo not given) | i | -0.4 | i
COc1ccc(CCC(=O)NNC(=O)Nc2ccc(C(C)=O)cc2)cc1 | i | -1.1 | i
O=C(O)COc1ccc2c(c1)O/C(=C\c1ccco1)C2=O | i | -1.5 | i
CC1CCCCN1CCCNC(=O)c1c(O)nc2ccccn2c1=O (stereo not given) | i | -0.4 | i
Nc1nn2cc(-c3ccccc3)nc2c2ccccc12 | i | 1.2 | i
N#C/C(=C\c1ccc([N+](=O)[O-])cc1)C(=O)Nc1ccccc1O | i | -1.1 | i
CCCc1cc(=O)[nH]c(SCCc2ccccc2)n1 | i | -1.9 | i
O=C(CC1CCCC1)NNC(=O)c1ccc(F)cc1 | i | -2.9 | i
CCOc1ccccc1-n1c(SCC(=O)N(CC)CC)nnc1-c1ccccn1 | i | -2.2 | i
COc1cc(O)c2c(=O)c3c(OC)c(O)ccc3oc2c1 | i | -0.8 | i
Cc1ccc(NC(=O)CCC(=O)N/N=C/C=C/c2ccccc2)cc1 | i | -0.2 | i
COc1ccc(CNC(=O)C2CCN(S(=O)(=O)c3ccc(SC)cc3)CC2)cc1 | i | -1.3 | i
O=C(CSc1nnc2ccccn12)Nc1ccc2c(c1)OCCO2 | i | 0.5 | i
CCOc1cc(N2CCOCC2)c(OCC)cc1NC(=O)CN1CCCC1 | i | 1.1 | i
CCC(Cc1ccccc1)NC(=O)CCc1ccccc1 (stereo not given) | i | -0.2 | i

Of the compounds above, these contain nitrogen in an aromatic ring.
SMILES | CHT inh | STK33 kinase inh | CHT PAM
CC1CCCCN1CCCNC(=O)c1c(O)nc2ccccn2c1=O (stereo not given) | i | -0.4 | i
Nc1nn2cc(-c3ccccc3)nc2c2ccccc12 | i | 1.2 | i
CCCc1cc(=O)[nH]c(SCCc2ccccc2)n1 | i | -1.9 | i
CCOc1ccccc1-n1c(SCC(=O)N(CC)CC)nnc1-c1ccccn1 | i | -2.2 | i
O=C(CSc1nnc2ccccn12)Nc1ccc2c(c1)OCCO2 | i | 0.5 | i

Entries from the list above containing an aryl thioether with sulfur outside any ring, in the order listed:
SMILES | CHT inh | STK33 kinase inh | CHT PAM
CCCc1cc(=O)[nH]c(SCCc2ccccc2)n1 | i | -1.9 | i
CCOc1ccccc1-n1c(SCC(=O)N(CC)CC)nnc1-c1ccccn1 | i | -2.2 | i
COc1ccc(CNC(=O)C2CCN(S(=O)(=O)c3ccc(SC)cc3)CC2)cc1 | i | -1.3 | i
O=C(CSc1nnc2ccccn12)Nc1ccc2c(c1)OCCO2 | i | 0.5 | i

The results go on.
SMILES | CHT inh | STK33 kinase inh | CHT PAM
Cc1c(CCO)c(=O)[nH]n1S(=O)(=O)c1ccccc1 | i | -1.1 | i
COc1ccc(C(=O)N/C(=C\c2ccc3c(c2)OCO3)C(=O)Nc2ccc(C(=O)O)cc2)cc1 | i | nt | i
CCc1ccc(C2CC(c3ccccc3Cl)Nc3nc(N)nn32)cc1 (stereo not given) | i | 1.3 | i
COC(=O)[C@@H]1CC[C@H](C)[C@@H](c2ccc(C)cc2)N1C(=O)c1ccc(/C=N/O[C@@H](C)c2cn([C@H](CO)Cc3ccccc3)nn2)cc1 | i | -1.3 | i
N#C/C(=C\c1ccc(-c2ccc([N+](=O)[O-])cc2)o1)C(=O)Nc1nc(-c2cccs2)cs1 | i | 0.3 | i
COc1cccc(Nc2nc(-c3sc(NC(=O)CC(C)C)nc3C)cs2)c1 | i | -3.2 | i
Cc1ccc(SCc2cc(=O)[nH]c(N3CCN(Cc4ccccc4)CC3)n2)cc1 | i | 0.4 | i
CCC1(CC)NC(=O)N(CC(=O)OCC(=O)c2ccccc2OC)C1=O | i | 1.2 | i
CC(C)C[C@H](NC(=O)c1nc[nH]c1C(=O)N[C@@H](CC(C)C)C(=O)OCc1ccccc1)C(=O)OCc1ccccc1 | i | 0.1 | i
CCCc1nnc(NC(=O)CCC(=O)NC2CC2)s1 | i | 0.7 | i
Cc1ccc(Oc2ccc(NC(=O)c3ccco3)cc2)cc1 | i | -1.8 | i
O=C(O)c1ccccc1-c1ccccc1C(=O)NCCCO | i | 0.2 | i
Cn1c(-c2ccco2)n[nH]c1=S | i | -1.7 | i
Cc1cn(C)c(=O)n(C)c1=O | i | -1.6 | i
CCCC(C(=O)Nc1ccc(C)c(S(=O)(=O)N2CCOCC2)c1)c1ccccc1 (stereo not given) | i | 0.3 | i
CC(C)C[C@H](NC(=O)N1CC(=O)Nc2ccccc21)C(=O)N1CCC(C(=O)O)CC1 | i | -1.8 | i
CCc1cc(=O)oc2cc(C)cc(OCc3nn[nH]n3)c12 | i | 13 | i
CCC1(C)N=C(c2ccc3c(c2)OCO3)CC(c2ccccc2O)N1 (stereo not given) | i | -0.5 | i
CC(=O)/C=C/c1ccc(C)o1 | i | 0.0 | i
CCN(Cc1ccccc1)C(=O)COC(=O)c1cc(S(=O)(=O)Nc2c(C)n(C)n(-c3ccccc3)c2=O)ccc1C | i | 0.1 | i
COc1cc(NC(=O)c2onc(C)c2Cl)cc(OC)c1OC | i | 0.4 | i
COc1ccc(C2=NOC(CNC(=S)N3CCOCC3)C2)cc1 (stereo not given) | i | -0.1 | i
Cc1c(NC(=O)C(C)OC(=O)CCc2ccccc2)c(=O)n(-c2ccccc2)n1C (stereo not given) | i | -1.3 | i
O=C(CN1CCCCCCC1)Nc1ccc(Cl)cc1Cl | i | 0.3 | i
Cc1cccc(NC(=O)C(C)SCc2nc3sc4c(c3c(=O)[nH]2)CCCC4)n1 (stereo not given) | i | -1.2 | i
CCCCOC(=O)c1ccc(NC(=O)c2ccoc2C)cc1 | i | -0.9 | i
O=C(Nc1ccc(Oc2ncccn2)cc1)c1ccco1 | i | -0.1 | i
Cc1ccccc1OCCC(=O)Nc1ccc(N2CCOCC2)cc1N1CCOCC1 | i | 0.1 | i
Nc1c(N(CCC2=CCCCC2)C(=O)CCCOc2ccccc2)c(=O)[nH]c(=O)n1Cc1ccccc1 | i | -0.2 | i
COc1ccccc1NC(=O)N1c2ccc(F)cc2CCC1C (stereo not given) | i | -1.1 | i
CCOc1cc(NC(=S)NCC2CCCO2)c(OCC)cc1NC(=O)C1CC1 (stereo not given) | i | 2.0 | i
CCC(=O)Nc1nc2ccc3sc(C)nc3c2s1 | i | 6.4 | i
Cn1c(N)c(C(=O)COC(=O)c2cnc(Cl)c(Cl)c2)c(=O)n(C)c1=O | i | 0.1 | i
CCOc1ccc(CN2CCN(Cc3cn(CC)nc3C)CC2CCO)cc1 (stereo not given) | i | -0.6 | i
O=C1C(Cl)=C(N2CCCCC2)C(=O)N1c1ccccc1Cl | i | 0.4 | i
O=C1SCCC1NS(=O)(=O)c1ccccc1[N+](=O)[O-] (stereo not given) | i | -0.7 | i
O=C1NC(Cc2c[nH]c3ccccc23)C(=O)N1Cc1ccccc1 (stereo not given) | i | -1.3 | i
COCCN1C(=O)Cc2c1nc(N)c1c(N)nc(N3CCN(c4ccc(F)cc4)CC3)c(C#N)c21 | i | -1.3 | i
CCc1ccc2[nH]c(=O)c(CN(CCCN3CCOCC3)C(=O)Nc3cccc(Cl)c3)cc2c1 | i | -0.9 | i
O=C(Nc1ccc2nc(-c3ccccc3)oc2c1)c1ccco1 | i | 0.2 | i
Cc1ccc2cc(CN(C)C(=O)C3CCCO3)c(=O)[nH]c2c1 (stereo not given) | i | -0.7 | i
COc1ccc(C)cc1S(=O)(=O)n1ccnc1C | i | 1.0 | i
O=C(c1ccc(CNS(=O)(=O)c2ccccc2)cc1)N1CCN(c2ccccn2)CC1 | i | -1.6 | i
Cc1ccc(NN=Nc2nc3c([nH]2)c(=O)n(C)c(=O)n3C)cc1 | i | nt | i
Cn1c(C23CC4CC(CC(C4)C2)C3)n[nH]c1=S | i | -2.0 | i
O=C(NNC(=S)NCc1ccccc1)c1ccc(Br)cc1 | i | -2.1 | i
Cc1ccccc1S(=O)(=O)Cc1ccc(C(=O)NC2CCCCCC2)o1 | i | -1.3 | i
Cc1ccc(S(=O)(=O)N2CCN(C3CCN(Cc4ccccc4)CC3)CC2)cc1 | i | nt | i
COC(=O)CC1C(=O)NCCN1C(=O)c1sc2ccccc2c1Cl (stereo not given) | i | 3.2 | i
O=C(O)c1ccc(Cl)c(NC(=S)NC(=O)c2cccc(COc3ccccc3)c2)c1 | i | -0.9 | i
COC(=O)N(NC(=O)C(O)(c1ccccc1)c1ccccc1)c1ccccc1 | i | -2.3 | i
CCn1c(-c2csc(-c3ccccc3)n2)n[nH]c1=S | i | 0.0 | i
COc1ccc(C(=O)OCC(=O)NC(=O)NC(C)C)cc1OC | i | -0.3 | i
O=C(CN1CCCc2ccccc21)NCCc1ccc(Cl)cc1 | i | -0.2 | i
Cc1ccc(Cl)cc1N1CCN(C(=O)c2ccc(NS(=O)(=O)c3c(C)noc3C)cc2)CC1 | i | 1.1 | i
COC(=O)N/N=C/c1c(C)nn(-c2cccc(Cl)c2)c1Cl | i | nt | i
CSCc1ccc(C(=O)NC(C)c2ccc(-n3ccnc3)cc2)cc1 (stereo not given) | i | -0.9 | i
Cc1cc(C(F)(F)F)n(-c2nc(C(=O)N/N=C/c3ccc(F)cc3)cs2)n1 | i | -2.0 | i
N#Cc1c(-c2ccc(F)cc2)cc(-c2cccnc2)nc1N | i | -0.9 | i
O=[N+]([O-])C(C1CCS(=O)(=O)C1)C1CCS(=O)(=O)C1 (stereo not given) | i | 0.5 | i

(listing goes on)
SMILES | CHT inh | STK33 kinase inh | CHT PAM
COc1ccc(S(=O)(=O)N(C)c2ccc(C(N)=O)cc2)cc1 | i | 0.8 | i
C=CCn1c(SCN2C(=O)c3ccccc3C2=O)nc2ccc(Cl)cc2c1=O | i | 0.1 | i
Cc1ccc(-c2nc(NCCN3CCOCC3)c3ccccc3n2)cc1 | i | -0.8 | i
O=C(NCCCN1CCCC1=O)c1cccc(S(=O)(=O)Nc2ccc(Br)cc2)c1 | i | -2.4 | i
O=C(O)CN1C(=O)/C(=C/c2cccc(Cl)c2)Oc2ccccc21 | i | -0.5 | i
CCOC(=O)N1CCN(C(=O)CSc2nc3c([nH]c4ccccc43)c(=O)n2C)CC1 | i | 0.6 | i
CCC(C)Nc1nnnc2c1sc1nc3c(cc12)COC(C)(C)C3 (stereo not given) | i | -0.8 | i
CC(=O)Nc1ccc(C(=O)N/N=C/c2ccccc2OC(=O)c2ccc(Cl)cc2)cc1 | i | 1.2 | i
CC1CCN(c2oc(-c3ccco3)nc2S(=O)(=O)c2ccccc2)CC1 | i | -1.4 | i
Cc1ccc(-c2noc(CN(C(=O)c3ccc4c(c3)OCO4)C(C)C)n2)cc1 | i | 0.1 | i
COc1ccc(OC(C)C(=O)N(C)Cc2nc(-c3ccccc3)no2)cc1 (stereo not given) | i | 0.2 | i
Cc1cccn2c(=O)c(C=O)c(Nc3ccc(S(N)(=O)=O)cc3)nc12 | i | 0.4 | i
Cc1ccc(CSc2nnc(SCC(=O)N/N=C/c3ccc(C(=O)O)cc3)s2)cc1 | -5* | -1.0 | i
CCN(CC)CCCNC(=O)c1cn(-c2cccc(OC)c2)c(=O)c2ccccc12 | i | 1.2 | i
Cc1cccc(NC(=O)CSc2nnnn2-c2ccc3c(c2)OCCO3)n1 | i | -0.4 | i
O=C(OCC(=O)N1CCOCC1)c1ccc2[nH]c3c(c2c1)CCCC3 | i | -1.3 | i
O=C(CC(=O)Nc1ccccc1C(F)(F)F)Nc1ccccc1C(F)(F)F | i | -1.4 | i
O=C(c1cccc(C(F)(F)F)c1)C1CCCN(Cc2cccn2-c2ncccn2)C1 (stereo not given) | i | -2.7 | 9.2*
CCC(C)N1C(=O)CCC1C(=O)O (stereo not given) | i | -0.6 | i
Cc1nn(C(=O)N2CCCCC2)c(C)c1CN1C(=O)c2ccccc2C1=O | i | -0.7 | i
O=C(NC(=S)Nc1ccc(CN2CCOCC2)cc1)c1ccco1 | i | 0.7 | i
CC(C(=O)N1CCc2ccccc21)n1cccc1 (stereo not given) | i | 0.3 | i
Nc1nc(SCC(=O)N2CCCC2)[nH]c(=O)c1NC(=O)c1ccco1 | i | 0.6 | i
CC1(C)NC(=O)N(CC(O)CN(c2cccc([N+](=O)[O-])c2)S(=O)(=O)c2ccccc2)C1=O (stereo not given) | i | -1.5 | i
CC(C)C(=O)Nc1c(O)c2ccccc2[nH]c1=O | i | 1.3 | i
Cc1ccc(S(=O)(=O)N(C)CC(=O)Nc2cccc3c2CCCC3)cc1 | i | 0.0 | i
CCN1CCN(C2=NC(=O)/C(=C/c3ccc(C)o3)S2)CC1 | i | -0.5 | i
COCCCNC(=O)C1CC(=O)N(CCc2ccc(F)cc2)C1 (stereo not given) | i | 0.7 | i
C/C(=N\NC(=O)c1ccccc1)C1C2C=CC(C2)C1(C)C (stereo not given) | i | -0.1 | i
CC(=O)N(C)N(C)c1cc(C)nc(N)n1 | i | -1.6 | i
CCN(CC)C(=O)c1ccc2c3c(cccc13)C(=O)N(CCc1ccc(OC)c(OC)c1)C2=O | i | nt | i
CSc1ccc(C2NC(=O)c3c(sc4c3CCN(C)C4)N2)cc1 (stereo not given) | i | 2.1 | i
CNCCCOc1ccc(C)cc1Br | i | 1.3 | i
COc1ccc(CC(=O)NNC(=O)c2cc(C)oc2C)cc1OC | i | nt | i

Pulled by structure from the entries so far (four):
SMILES | CHT inh | STK33 kinase inh | CHT PAM
COc1ccc(CC(=O)NNC(=O)c2cc(C)oc2C)cc1OC | i | nt | i
CCN(CC)C(=O)c1ccc2c3c(cccc13)C(=O)N(CCc1ccc(OC)c(OC)c1)C2=O | i | nt | i
CSc1ccc(C2NC(=O)c3c(sc4c3CCN(C)C4)N2)cc1 (stereo not given) | i | 2.1 | i
CNCCCOc1ccc(C)cc1Br | i | 1.3 | i
